PTAP-TSG101 blk = TSG101-PTAP interaction inhibition, HIV-1 budding; Potency, µM (series often up to 115 µM), for the others: at the top dose activity change, negative = inhibition, actives largely listed as inhibitors; AID 1347069; 44,000 tested, under 10 active; Fluorescence polarization, FITC-PTAP peptide/Tsg101, 20 min; further: potency means the concentration at half of the fitted maximal effect; 0% is about no effect
Target sequence (Q99816 whole entry, looked up): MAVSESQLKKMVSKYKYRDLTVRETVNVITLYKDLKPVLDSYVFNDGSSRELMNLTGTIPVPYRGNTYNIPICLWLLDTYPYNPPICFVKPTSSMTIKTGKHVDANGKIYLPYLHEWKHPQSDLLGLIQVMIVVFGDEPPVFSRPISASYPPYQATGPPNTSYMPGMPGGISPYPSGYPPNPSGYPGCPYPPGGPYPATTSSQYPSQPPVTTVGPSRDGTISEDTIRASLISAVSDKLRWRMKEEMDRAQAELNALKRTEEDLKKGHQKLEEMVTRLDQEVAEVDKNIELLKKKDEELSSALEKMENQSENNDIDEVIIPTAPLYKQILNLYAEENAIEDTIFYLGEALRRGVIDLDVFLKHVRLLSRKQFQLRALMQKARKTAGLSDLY
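FITC-labeled PTAP peptide (50 nM final) binding to Tsg101 binding domain (10 uM final) read by fluorescence polarization after 20 min at r.t. in HEPES pH 7.5 buffer. Actives by CRC class, <25 µM.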
FH mod = Identification of activators of human fumarate hydratase by quantitative high-throughput screening; 54,000 compounds, 0.22% hits; FH coupled MDH/diaphorase resazurin fluorescence, 15 min; Fumarate hydratase, mitochondrial (Homo sapiens), P07954; Potency, µM (doses to about 79.9 µM), for inactives: at the top dose activity change, negative = inhibition, usual class: inhibitors; further: potency means the concentration at half of the fitted maximal effect; on the % scale 0 is the no-effect control and ±100 the full control effect; the screen sought activators but most active calls are inhibition curves; nearly all actives have a fitted effect of over 45% in size
Target sequence (P07954 whole entry, looked up): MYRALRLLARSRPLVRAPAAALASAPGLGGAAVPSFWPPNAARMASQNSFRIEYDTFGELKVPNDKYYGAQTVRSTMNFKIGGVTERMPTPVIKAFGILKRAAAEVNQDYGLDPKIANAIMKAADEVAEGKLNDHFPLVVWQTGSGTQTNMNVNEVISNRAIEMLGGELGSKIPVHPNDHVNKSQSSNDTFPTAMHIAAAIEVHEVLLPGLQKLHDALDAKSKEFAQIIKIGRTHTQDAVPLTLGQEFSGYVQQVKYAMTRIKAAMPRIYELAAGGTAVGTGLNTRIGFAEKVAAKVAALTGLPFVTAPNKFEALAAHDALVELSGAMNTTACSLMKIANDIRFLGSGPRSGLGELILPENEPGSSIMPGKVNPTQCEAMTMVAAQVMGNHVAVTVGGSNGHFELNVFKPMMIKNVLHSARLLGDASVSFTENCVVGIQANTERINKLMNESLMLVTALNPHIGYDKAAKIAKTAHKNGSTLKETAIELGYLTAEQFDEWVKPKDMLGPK
NTMT1 inh = inhibitors of human N-terminal methyltransferase NTMT1; Q9BV86; NTMT1 MTase-Glo SAH luminescence, purified enzyme; Potency, µM (doses to about 114 µM), without a hit: at the highest dose activity change, negative = inhibition, hits mostly inhibitors; 59,000 compounds, 2.5% hits;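 further: potency means the concentration at half of the fitted maximal effect; plate controls were DMSO vehicle for no effect and no enzyme for full effect; nearly all actives have a fitted effect of over 65% in size; many of its hits are not listed in these tables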
p53null 32C kill = selectivity test: cytotoxicity in p53 null cells, permissive temperature; H1299-neo p53 null cells, ATP luminescence, 24 h, 32C; Potency, µM (top dose mostly 46.1 µM), inactives show top-dose activity change, negative = cytotoxicity, most hits filed as cytotoxic; 55,000 compounds, 0.62% hits; AID 903;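 further: potency means the concentration at half of the fitted maximal effect; 0% = DMSO only and -100% = full killing by 100 µM tamoxifen; nearly all actives have a fitted effect of over 55% in size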
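H1299-neo (p53-null) cells, 600/well, were pre-incubated overnight at 37C, then exposed to compounds at up to 46 uM for 24 hr at 32C. Viability was measured as ATP content by luminescence, and AC50 values came from Hill fits.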
B2AR arrestin ag = agonists recruiting beta-arrestin to human beta2-adrenergic receptor. HTLA Tango cells, beta-arrestin recruitment, luciferase luminescence, 18 h. Potency, µM (doses to about 46.1 µM), inactives show top-dose activation, hits mostly activators. 44,000 tested, under 10 active;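 further: potency means the concentration at half of the fitted maximal effect; 0% = DMSO and full agonism = EC100 isoproterenol or metaproterenol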
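Receptor–beta-arrestin recruitment read by tTA-responsive luciferase: compound titrations (up to 46 µM) incubated 18 h with Tango cells, then luminescent substrate 15 min at room temperature. Concentration-response fits classified by r2, efficacy and activity.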
p53null 39C tox = p53 null cell cytotoxicity, nonpermissive temperature; H1299 p53-null (neo) cells, 39C, ATPlite viability, 24 h; Potency, µM (series often up to 46.1 µM), without a hit: top-dose activity, negative = cell killing, most hits filed as cytotoxic; 55,000 compounds, 0.97% hits;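 further: potency means the concentration at half of the fitted maximal effect; 0% = DMSO only and -100% = full killing by 100 µM tamoxifen; nearly all actives have a fitted effect of over 50% in size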
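ATP-luminescence viability readout (ATPlite, 20 min RT) after 24 hr compound treatment at 39C of H1299-neo or H1299-p53A138V cells; titration up to 46 uM; normalized to DMSO and 100 uM tamoxifen; Hill-fit AC50.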
GALK inhibitor = GALK (human) enzyme inhibition. AID 1347072. 44,000 tested, under 10 active. P51570. recombinant GALK, Kinase-Glo ATP luminescence, 1 h. Potency, µM (doses to about 57.5 µM), without a hit: at the top dose activity, negative = inhibition, usual class: inhibitors;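 further: plate controls were full GALK reaction for no effect and reaction lacking GALK for full effect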
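5 nM GALK with 35 µM ATP and 100 µM galactose in HEPES pH 8.0, MgCl2, NaCl, DTT, BSA; 1 h RT reaction, remaining ATP detected by Kinase-Glo Plus luminescence after 10 min; qHTS concentration series.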
An asterisk follows results filed as active; ? = inconclusive; nt = no result given. The call rests on the fitted dose curve; in most records, active means well fitted curve in the direction sought with a large enough effect; inconclusive means small, poorly fitted or top-dose-only effect, or another doubt; inactive means no such curve, though single readings can be large; an effect the other way counts as inactive or inconclusive.

SMILES | PTAP-TSG101 blk | FH mod | NTMT1 inh | p53null 32C kill | B2AR arrestin ag | p53null 39C tox | GALK inhibitor
Cc1cc(C)c(NC(=O)Cn2nnc(-c3nc(-c4ccncc4)no3)c2N)c(C)c1 | 0.7% | 2.1% | 14.6% | -4.7% | 0.0% | -4.8% | 0.0%
CCOC(=O)c1noc2nc(C)n(CC(=O)Nc3cccc(OC)c3)c(=O)c12 | -8.4% | 7.4% | ? | -3.1% | 0.9% | -0.8% | -0.6%
CNC(=O)C1CCC(Cn2c(=O)c3sccc3n(CC(=O)Nc3ccc(C)c(C)c3)c2=O)CC1 (stereo not drawn) | -0.8% | -9.2% | -1.9% | -8.2% | 0.2% | -9.6% | -1.3%
Cc1ccc(Sc2ccc(N3CCC(C(=O)Nc4ccc(Cl)cc4)CC3)nn2)cc1 | -2.9% | -4.6% | 13.3% | -8.2% | 0.7% | -27.8% | 5.4%
COc1ccc(CNC(=O)C(C)n2ccc3cc(S(=O)(=O)N4CCCC4)ccc32)cc1OC (stereo not drawn) | -3.8% | 12.3% | 0.0% | -7.6% | 0.3% | 3.4% | 0.2%
COc1ccccc1NC(=O)c1sc2nc(C)c(C(=O)Nc3ccc(Cl)cc3)c(-c3ccc(Br)cc3)c2c1N | -2.9% | 6.3% | 7.4% | 13.4% | 0.3% | 17.6% | 28.1%
CCc1ccccc1NS(=O)(=O)c1ccc2c(c1)OCC(C(=O)N1CCCC1)O2 (stereo not drawn) | -5.4% | 1.0% | 12.3% | -0.5% | -0.2% | -9.5% | 2.6%
CCCCOc1ccc(S(=O)(=O)Nc2ccc(-c3ccc(N4CCCCC4)nn3)cc2)cc1 | 3.2% | nt | nt | 8.3% | 3.0% | -1.2% | -0.6%
Cc1ccc(-c2c3c(=O)n(C)c(=O)n(C)c3c3c(C(F)(F)F)nc4ccccc4n23)cc1 | -6.4% | -8.1% | ? | -9.5% | 0.4% | -9.8% | 5.4%
CCCc1nnc(NC(=O)Cc2coc3ccc(C)cc23)s1 | 1.7% | 2.0% | 3.6% | -9.3% | -1.0% | 3.6% | 2.9%
COc1ccc(/C=C/C(=O)Nc2ccc3nc(N4CCCCC4)cc(C)c3c2)cc1OC | -0.7% | ? | -15.1% | -7.0% | -1.9% | -2.7% | -8.2%
COC(=O)c1ccccc1NC(=O)c1cnc2sc(N3CCOCC3)nn2c1=O | -2.7% | -8.3% | 3.3% | -0.5% | 2.6% | 8.5% | -2.5%

Part of the list above in order of length of the SMILES, rising:
SMILES | PTAP-TSG101 blk | FH mod | NTMT1 inh | p53null 32C kill | B2AR arrestin ag | p53null 39C tox | GALK inhibitor
CCCc1nnc(NC(=O)Cc2coc3ccc(C)cc23)s1 | 1.7% | 2.0% | 3.6% | -9.3% | -1.0% | 3.6% | 2.9%
CCOC(=O)c1noc2nc(C)n(CC(=O)Nc3cccc(OC)c3)c(=O)c12 | -8.4% | 7.4% | ? | -3.1% | 0.9% | -0.8% | -0.6%
COc1ccc(/C=C/C(=O)Nc2ccc3nc(N4CCCCC4)cc(C)c3c2)cc1OC | -0.7% | ? | -15.1% | -7.0% | -1.9% | -2.7% | -8.2%
Cc1ccc(-c2c3c(=O)n(C)c(=O)n(C)c3c3c(C(F)(F)F)nc4ccccc4n23)cc1 | -6.4% | -8.1% | ? | -9.5% | 0.4% | -9.8% | 5.4%

(cont.)
SMILES | PTAP-TSG101 blk | FH mod | NTMT1 inh | p53null 32C kill | B2AR arrestin ag | p53null 39C tox | GALK inhibitor
O=C(CSc1nc2ccccc2nc1Cc1ccc(F)cc1)Nc1ccc2c(c1)OCO2 | -0.7% | nt | nt | -8.1% | -0.6% | 8.5% | ?
CC1CCN(CC(=O)N2CCCc3c2c(=O)oc2ccc(OCc4ccccc4)cc32)CC1 | -2.1% | ? | -0.1% | 6.3% | 1.1% | ? | -2.4%
COc1cccc(C(=O)Nc2ccc(-n3nncc3-c3ccc(Br)cc3)cc2)c1OC | -3.9% | -3.8% | 2.7% | -7.8% | -0.5% | -5.9% | -3.9%
CCOc1ccc(NC(=O)c2cnc(Nc3ccccc3OC)c3ccccc23)cc1 | -0.3% | -4.3% | 0.4% | -6.2% | 0.7% | -10.9% | 6.6%
CCOc1ccc(CNS(=O)(=O)c2ccc3[nH]c4c(c3c2)CCCC4)cc1OC | -2.3% | ? | -12.4% | 6.9% | -0.3% | -12.2% | ?
COc1ccc(-c2coc3c2c(C)cc2oc(=O)cc(C)c23)cc1 | 1.4% | 0.8% | 4.7% | 2.6% | -0.6% | 29.4% | -0.7%
CC(=O)c1cccc(NC(=O)CSc2nnc3ccc(-c4ccc(Br)cc4)nn23)c1 | -5.5% | 2.4% | ? | 2.7% | 1.6% | -11.2% | 1.7%
COc1ccccc1NC(=O)c1sc2nc(C)c(C(=O)Nc3ccc(C)cc3C)c(-c3ccco3)c2c1N | -1.4% | -5.9% | 10.8% | 2.2% | -0.1% | 14.7% | 1.4%
COc1cc(NC(=O)c2noc3c2CC(C(C)(C)C)CC3)cc(OC)c1OC (stereo not drawn) | -6.5% | nt | nt | 29.1% | 0.6% | 18.1% | -5.2%
Cc1ccc(NC(=O)NC(C)c2c(-n3cccc3)sc(C)c2C)c(C)c1 (stereo not drawn) | 0.0% | -8.8% | 1.4% | -8.2% | 0.8% | -14.5% | -1.7%
CCC(=O)N1c2ccccc2CC1C(=O)NCCN1CCN(c2cccc(C(F)(F)F)c2)CC1 (stereo not drawn) | -0.7% | -10.7% | -3.4% | 2.8% | 0.8% | 7.2% | -2.3%
CC(C)c1ccc(NC(=O)C2CCN(S(=O)(=O)c3cccc4nonc34)CC2)cc1 | -0.5% | 1.5% | 1.2% | 1.9% | -2.3% | -9.9% | 3.6%
Cc1ccccc1Cn1c(SCc2ccc(C(=O)NCc3cccs3)cc2)nc2ccncc21 | -8.8% | -16.9% | -0.5% | -3.2% | 0.7% | -15.4% | 0.2%
Cc1ccc(Cl)cc1NS(=O)(=O)c1ccc(N2CCCCS2(=O)=O)cc1 | -4.1% | -12.2% | 6.4% | -0.3% | 0.1% | 5.4% | 0.5%
CCCn1c(=O)c2sccc2n2c(CCCC(=O)NCCc3ccc(Cl)cc3)nnc12 | -0.7% | -6.8% | -1.5% | 6.7% | -0.6% | -12.1% | 0.0%
COc1ccc(C(=O)Nc2cc(-c3cccc(C)c3)nn2-c2ccccc2)cc1 | -4.9% | -21.1% | -8.0% | -7.2% | 0.6% | -2.0% | 1.6%
COc1ccc(CNc2ncnc3c2nnn3C)cc1 | 2.2% | 4.1% | -9.6% | -13.9% | -1.4% | 8.7% | 2.4%
Cc1ccc(-n2nc(CO)c(C(=O)NCCc3ccccc3)n2)cc1C | 3.3% | 2.8% | 5.1% | 0.0% | -2.0% | -22.0% | 0.0%
COC(=O)c1ccccc1NC(=O)CCCn1c(=O)c2cccn2c2cccnc21 | -1.4% | 1.3% | 4.3% | -3.5% | 0.9% | 9.7% | 0.6%
COc1cccc(NC(=O)c2cnn(-c3ccccc3)c2-n2cccc2)c1 | -2.9% | -17.1% | -3.7% | 11.7% | 7.2% | 24.5% | 0.6%
Cc1ccc(N2CC(NC(=O)c3cccs3)CC2=O)cc1C (stereo not drawn) | 1.0% | -3.2% | 4.1% | -0.5% | -3.3% | -14.3% | -2.9%
COc1cc2c(cc1OC)n(Cc1cccc(C(F)(F)F)c1)c(=O)n1nc(-c3ccccc3)nc21 | 4.3% | -2.1% | ? | -3.5% | -1.2% | -0.1% | -0.4%
O=C(Nc1nc2n(n1)C(c1ccccc1)C=C(c1ccccc1)N2)c1ccc(Cl)c([N+](=O)[O-])c1 (stereo not drawn) | -5.0% | -11.7% | 11.3% | -20.3% | -1.3% | -28.0% | -11.0%
CN(C1CCCCC1)S(=O)(=O)c1ccc2c(c1)c(=O)c(C(=O)N1CCN(c3ccccc3F)CC1)cn2C | -5.8% | 1.7% | 7.0% | 4.9% | -0.5% | 24.1% | 0.0%
COC(=O)c1nnn(-c2ccc(Br)cc2)c1C(=O)OC | -1.8% | -0.5% | 5.0% | -9.9% | 0.3% | 11.5% | 1.5%
Cc1cccc(N2CCN(S(=O)(=O)c3c(C(=O)N4CCC(C)CC4)c(C)n(C)c3C)CC2)c1C | 0.8% | -9.1% | -2.7% | 7.4% | -0.7% | -6.8% | -4.7%
CCCS(=O)(=O)N1CC(=O)N(c2ccc(C)cc2C)C(C)(C(=O)NC2CCCCCC2)C1 (stereo not drawn) | -9.2% | 5.8% | 6.6% | -7.4% | 0.1% | -2.2% | 0.5%
CCc1ccc(C2=NN(CCC(=O)NCCc3ccccc3)C(=O)CC2)cc1 | -6.6% | -11.3% | -6.9% | 19.5% | -0.2% | 4.3% | -2.2%
CN(Cc1ccccc1)Cc1c(O)ccc2c(=O)c(-c3ccccc3)c(C(F)(F)F)oc12 | -3.8% | -2.3% | 18.0% | -0.8% | 0.8% | 18.8% | -0.7%
O=C(Cn1ncc2c([nH]c3ccccc32)c1=O)Nc1cccc(C(F)(F)F)c1 | 0.0% | 1.9% | -18.7% | -6.6% | 0.7% | -11.2% | 0.2%
COc1cccc(C(=O)NCC2OCCc3ccccc32)c1 (stereo not drawn) | -9.3% | nt | nt | -19.2% | 0.7% | -29.2% | 2.3%
CCN1CCN(CCCNC(=O)c2ccc3nc(Cc4ccccc4)oc3c2)CC1 | -5.9% | ? | 0.7% | 11.2% | -0.6% | -8.9% | -6.2%
Cc1cc(C)cc(N2CC(c3nc(-c4ccccc4C)no3)CC2=O)c1 (stereo not drawn) | 2.0% | -10.1% | 7.9% | 3.8% | -1.2% | 4.3% | -0.8%
O=C(CCCn1c(=O)c2sccc2n(Cc2c(F)cccc2Cl)c1=O)NCc1ccccc1 | -0.7% | -6.2% | -1.8% | 0.6% | 1.4% | -17.6% | 5.2%
Cc1ccc(CSC2=Nc3ccccc3C3=NC(CCC(=O)NCCc4ccccc4)C(=O)N23)cc1 (stereo not drawn) | -6.8% | -3.8% | -1.1% | 16.7% | -2.5% | 9.6% | -1.9%
COc1ccc(N2CCN(C(=O)CSc3nc4ccccc4nc3Cc3ccc(Cl)cc3)CC2)cc1 | 3.8% | -11.4% | -0.2% | -0.4% | -0.7% | 9.6% | 0.2%
COc1ccc2oc(=O)cc(CN3CCN(C(=O)c4ccccc4Br)CC3)c2c1 | -3.4% | -29.9% | -2.2% | -8.2% | -1.0% | -21.2% | 2.9%
O=C(NCCc1ccccc1Cl)c1ccc2c(c1)nc1n2CCOC1 | -0.6% | -24.1% | 1.0% | 10µM* | -0.1% | 5.01µM* | 4.5%
O=C(Nc1ccccc1C(=O)OCc1cc(=O)n2c3c(sc2n1)CCCC3)c1cccc(Cl)c1 | -17.4% | -7.8% | 5.2% | 3.5% | -1.1% | 7.8% | 1.6%

Not all compounds are listed; count on the stated rates, not on these rows.
